Bioassay records (PubChem BioAssay)
PAFAH1B3 FP inh: inhibitors of human PAFAH1B3; Q15102; recombinant PAFAH1B3, FP-rhodamine probe, fluorescence polarization; inhibition, % at 3.39 µM; AID 492972; 340,000 tested, 0.28% active;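 active = inhibition above the screen-wide average of all tested compounds plus 3 SD, cut at about 25% in these data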;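 note: 0% = enzyme with DMSO only and 100% = wells lacking PAFAH1B3 protein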
Target sequence (Q15102 whole entry, looked up): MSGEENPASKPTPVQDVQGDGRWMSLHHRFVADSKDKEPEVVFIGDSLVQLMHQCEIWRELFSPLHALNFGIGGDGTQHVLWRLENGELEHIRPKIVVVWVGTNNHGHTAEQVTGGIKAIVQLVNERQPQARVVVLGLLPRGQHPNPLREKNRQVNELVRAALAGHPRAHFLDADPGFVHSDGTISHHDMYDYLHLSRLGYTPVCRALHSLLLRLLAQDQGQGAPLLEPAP
PAFAH1B2 inh: blocks human PAF acetylhydrolase 1b catalytic subunit 2; P68402; recombinant PAFAH1B2, FP-rhodamine activity probe, fluorescence polarization; inhibition, % at 3.39 µM; 340,000 tested, 1.2% active; AID 492953;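 active = inhibition above the mean of all tested compounds plus 3 SD, cut at about 24% in these data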;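 note: 0% = enzyme with DMSO and 100% = wells lacking PAFAH1B2; many of its hits are not listed in these tables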
Target sequence (P68402 whole entry, looked up): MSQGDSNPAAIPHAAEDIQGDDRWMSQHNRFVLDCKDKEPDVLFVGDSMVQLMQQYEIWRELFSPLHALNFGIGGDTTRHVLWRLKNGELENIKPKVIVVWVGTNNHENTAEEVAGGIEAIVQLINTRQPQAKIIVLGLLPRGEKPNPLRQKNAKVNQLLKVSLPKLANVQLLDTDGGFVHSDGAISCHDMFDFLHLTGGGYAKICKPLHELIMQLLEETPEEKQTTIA
* hit, by the source's call. A portion of the library; the hit share may differ from the screen's.

| PAFAH1B3 FP inh | PAFAH1B2 inh | SMILES |
| --- | --- | --- |
| 5 | 4 | COc1cc(OC)c2c(-c3ccccc3)cc(C3CCCCC3)nc2c1 |
| 4 | 1 | C[C@H](NC(=O)c1cc2cc(Cl)ccc2n1C)C(=O)N1CCC(C(=O)O)CC1 |
| 8 | 1 | COc1cc(NC(=O)c2cccs2)c(OC)cc1NC(=O)Nc1ccc(F)cc1 |
| 6 | 2 | CSCCC(NC=O)C(=O)NC(C)C(=O)O (stereo not given) |
| 3 | -4 | CCN(CC)S(=O)(=O)c1ccc(NC(=O)C2CC(=O)N(c3ccc4c(c3)OCCO4)C2)cc1 (stereo not given) |
| 7 | 8 | Cc1ccccc1OCC(=O)Nc1ccc(S(=O)(=O)N2CCOCC2)cc1 |
| -3 | -7 | NS(=O)(=O)c1ccc(N2CCN(C(=O)C3COc4ccccc4O3)CC2)nc1 (stereo not given) |
| 3 | 3 | COc1ccccc1CCNC(=O)C1CCC(=O)N(C2CCCCCC2)C1 (stereo not given) |
| 8 | 3 | CCC1CN(C(=O)NCc2cccc(OC)c2)c2cc(Cl)ccc2O1 (stereo not given) |
| -6 | 2 | Cc1cc(-n2c(C)cc(C(=O)COc3cccnc3[N+](=O)[O-])c2C)no1 |
| 3 | -1 | CCN(C(=O)CSc1nnc(NCCOC)s1)c1c(N)n(Cc2ccccc2)c(=O)[nH]c1=O |
| 3 | 5 | O=C(O)c1cccc2c1-c1ccc(Cl)cc1C2=O |
| 8 | 1 | CN(C)c1ccc(C=c2c3ccccc3n3c2c2c([n+]3C)CCCC2)cc1 |
| 20 | -1 | Cc1snc(SCC(=O)c2ccc([N+](=O)[O-])cc2)c1C#N |
| -1 | -1 | COc1cc(/C=C2\SC(=S)N(CC(=O)Nc3ccc(O)cc3)C2=O)cc(OC)c1OC |
| 3 | 4 | O=C(c1cnn2c(C(F)(F)F)cc(-c3ccc(Br)cc3)nc12)N1CCOCC1 |
| 2 | 6 | O=C(CCc1ccccc1)Nc1cc(S(=O)(=O)N2CCOCC2)ccc1N1CCCC1 |
| 9 | 1 | OCC1OC(c2ccccc2)OC2COC(c3ccccc3)OC12 (stereo not given) |
| 3 | 0 | CC(C)C[C@@H](CNCC(=O)[C@H](Cc1c[nH]c2ccccc12)NC(=O)c1[nH]cnc1C(=O)N[C@@H](C)CN)NC(=O)c1nc[nH]c1C(=O)N[C@@H](CC(=O)O)C(=O)O |
| 12 | 9 | O=C(O)c1cc([N+](=O)[O-])cc([N+](=O)[O-])c1N1CCN(c2cccc(C(F)(F)F)c2)CC1 |
| 6 | 4 | COc1ccc(/C=C\c2nc(=O)c3ccccc3o2)cc1 |
| -2 | 3 | COc1cc(OC)cc(C(=O)NCC(=O)NCCN2C(=O)S/C(=C\c3ccc4c(c3)OCO4)C2=O)c1 |
| 18 | 12 | O=C(N/N=C/c1cc2c3c(c1O)CCCN3CCC2)c1ccccc1O |
| -3 | 5 | Cc1cc([N+](=O)[O-])nn1Cc1ccc(F)cc1 |
| 8 | 2 | Cc1cc(CNC(=O)COc2ccccc2)c2ccccc2n1 |
| 6 | 3 | COc1ccc(S(=O)(=O)Nc2c(C)n(C)n(-c3ccccc3)c2=O)cc1C(=O)O |
| 13 | 23 | O=S(=O)(Nc1ccc(NS(=O)(=O)c2ccccc2)c(Cl)c1)c1ccccc1 |
| 1 | 2 | CCOC(=O)c1ccccc1NC(=O)COC(=O)CCNS(=O)(=O)c1cccs1 |
| -5 | 0 | O=C(Nc1ccc(Cl)c(S(=O)(=O)N2CCCCC2)c1)c1ccncc1 |
| 3 | 5 | COc1ccc(NS(=O)(=O)c2cc(NC(=O)CCc3ccc(OC)c(OC)c3)ccc2N2CCOCC2)cc1 |
| 6 | 0 | Cc1ccc(NS(=O)(=O)c2cc(C(=O)Nc3cccnc3)ccc2C)cc1 |
| 15 | -2 | Cc1cc(NC(=O)NC(=O)c2ccccc2NC(=O)CN)ccc1Oc1ncc(Br)cn1 |
| 9 | -9 | COc1ccc(NC(=O)N2CCCC2C(=O)NCCc2ccccc2)cc1 (stereo not given) |
| 5 | 5 | COc1c(C)cccc1C(=O)NC(=S)Nc1ccc2c(c1)Cc1ccccc1-2 |
| 7 | -1 | COc1ccc(NS(=O)(=O)c2cccc(C(=O)NCc3ccccc3CN3CCOCC3)c2)cc1 |
| 9 | 7 | CC1CC(NC(=O)c2c(O)nc3ccccn3c2=O)CC(C)(C)C1 (stereo not given) |
| 6 | 0 | O=C(O)CCCNCc1ccccc1F |
| 2 | 2 | CS(=O)(=O)c1ccc2nc(NC(=O)CCNC(=O)c3ccc(Cl)cc3)sc2c1 |
| 4 | -1 | Cc1ccc(NC(=O)CSCC(=O)Nc2ccccc2C(=O)NC2CC2)cc1 |
| 4 | 4 | Cc1ccc(N(CC(=O)NCc2ccccn2)S(=O)(=O)c2ccccc2)cc1Cl |
| 4 | -1 | O=C(NC1CCCc2ccccc21)c1cccc(F)c1 (stereo not given) |
| 1 | 7 | O=C(NCc1ccccc1)c1ccc2c(c1)C(=O)N(Cc1cccnc1)C2=O |
| 10 | -1 | Cc1ccc2cc(CN(CCc3ccccc3)C(=S)NCCCN(C)C)c(=O)[nH]c2c1 |
| -8 | -12 | C=CC(=O)N1C/C(=C/c2ccc(Cl)cc2)C(=O)/C(=C\c2ccc(Cl)cc2)C1 |
| 5 | 2 | COc1cc(C=NOC(=O)Nc2ccccc2)cc(OC)c1OC |
| 9 | 5 | O=C(CCl)N1c2ccccc2Sc2c1ccc1ccccc21 |
| -11 | -3 | Cc1cc(-c2ccc(NS(=O)(=O)c3ccccc3)c(C)c2)ccc1NS(=O)(=O)c1ccccc1 |
| 5 | 1 | S=C(Nc1ccc(Br)cc1)N1CCn2cccc2C1c1cccnc1 (stereo not given) |
| 8 | -2 | CCOc1ccc(OCCn2c(=S)[nH]c3ccccc32)cc1 |
| 5 | 5 | CCCN1CCN(C(=O)Cn2nc(C)n3c(cc4c(OC)cccc43)c2=O)CC1 |
| 10 | 5 | Cc1ccc(N(O)C(C)(C)C)cc1 |
| 2 | -4 | CC(C)(C)c1ccc(C(=O)NC(=O)COC(=O)c2ccco2)cc1 |
| 10 | 5 | CN(C)S(=O)(=O)c1cccc(NC(=S)Nc2cccc3cnccc23)c1 |
| -5 | -2 | CCN(C(=O)COC(=O)C1=COCCO1)c1c(N)n(Cc2ccccc2)c(=O)[nH]c1=O |
| 8 | 2 | O=C1CCC(CCc2nc3ccccc3[nH]2)(c2ccccc2)C(=O)N1 (stereo not given) |
| 12 | 8 | O=C(Cc1cccc(NC(=O)C2CCCN(C(=O)C3CCC3)C2)c1)Nc1cccc(C(=O)N2CCOCC2)c1 (stereo not given) |
| 7 | 6 | CCC(=O)N1CCc2cc(Br)c(S(=O)(=O)CCC(=O)NCCOC)cc21 |
| 0 | 3 | O=C(c1ccc(NS(=O)(=O)c2cccc(C(F)(F)F)c2)cc1)N1CCCC1 |
| 2 | 5 | CC(C)Cn1c(/C=N/Nc2nc3ccccc3[nH]2)nc2ccccc21 |
| 14 | 8 | CC(=O)Nc1ccc(/C(N=Nc2ccccc2)=N/N=C(N)N)cc1 |

The listing continues:
| PAFAH1B3 FP inh | PAFAH1B2 inh | SMILES |
| --- | --- | --- |
| -7 | -1 | COc1ccc(NS(=O)(=O)c2cccc(C(=O)N/N=C/c3ccccc3OC)c2)cc1 |
| 3 | 2 | CC(=CC(=O)c1ccccc1)c1ccccc1 |
| 1 | 7 | O=C(CCc1c[nH]c2ccccc12)N1CCN(S(=O)(=O)c2ccc(F)cc2)CC1 |
| -3 | 1 | COc1ccc(C(=O)NCC(=O)OCc2c(Cl)cccc2Cl)cc1OC |
| 6 | 2 | Cn1ncc2c(NCCc3ccccc3)nc(Cl)nc21 |
| -1 | 6 | CN1C[C@@H]2[C@@H]3C(=O)N(Cc4ccccc4)C(=O)[C@@H]3[C@](Cc3ccccc3)(C1=O)N2C(=O)c1ccccc1 |
| 6 | 4 | O=C(O)CNC(=O)C1(N2C(=O)c3ccccc3C2=O)CCCC1 |
| 6 | 2 | C=CCOc1ccc(/C=C/C(=O)N2CCCN(S(=O)(=O)c3c(C)noc3C)CC2)cc1 |
| 43* | 18 | Cc1cccc(NC(=O)NNC(=O)c2ccc3ccccc3c2O)c1 |
| 5 | 2 | S=c1c2[nH]cnc2ncn1CCSc1ncnc2nc[nH]c12 |
| 1 | 1 | CCCN(CC(=O)Nc1ccccc1C)C(=O)C1CC(=O)N(c2ccccc2OCC)C1 (stereo not given) |
| 7 | 12 | CCN(c1ccccc1)S(=O)(=O)c1cccc(C(=O)N(C)CC(=O)Nc2ccc(F)c(F)c2F)c1 |
| -8 | -7 | CC(C)(C)OC(=O)N(Cc1ccccc1)Cc1ccccc1OCc1cccc(NC(=O)C2CC2)c1 |
| 3 | 12 | CN(Cc1ccc(F)cc1)C(=O)c1sccc1-c1ccccc1 |
| 8 | 4 | O=C(CCN1C(=O)c2ccccc2S1(=O)=O)NCc1ccccc1Cl |
| -356 | -238 | CN1\C(=C/C=C/C=C/C=[N+](C)C)C(C)(C)c2ccccc21 |
| 9 | 11 | CC(=O)c1ccc(OCC(=O)N2CCN(S(=O)(=O)c3ccc(Br)s3)CC2)cc1 |
| 1 | 3 | C[C@H](O)[C@@H]1C(=O)N2CCc3ccc(N4CCOCC4)cc3[C@@H]2C[C@@H]1N(C)S(=O)(=O)c1ccccc1 |
| 6 | 5 | CC1CCN(C(=O)c2ccccc2NC(=O)c2cccc(S(=O)(=O)N3CCOCC3)c2)CC1 |
| 3 | 5 | c1ccc(-c2nnc3nc(N4CCCCC4)nc(N4CCCCC4)n23)cc1 |
| 6 | -1 | Cc1noc(NS(=O)(=O)c2ccc(NC(=O)c3cccc(S(=O)(=O)N(C)c4ccccc4)c3)cc2)c1C |
| 11 | 6 | CC1(C)N=C(N)N=C(N)N1CCCCc1ccccc1 |
| 6 | 12 | Cc1cc(S(=O)(=O)N2CCN(CC(=O)N(C)Cc3ccccc3)CC2)ccc1Br |
| 5 | 3 | O=C(CC(=O)c1ccccc1)CS(=O)(=O)c1ccccc1 |

Given with values under each structure: 7 of the compounds above
Screens in order: PAFAH1B3 FP inh | PAFAH1B2 inh
CC(C)(C)OC(=O)N(Cc1ccccc1)Cc1ccccc1OCc1cccc(NC(=O)C2CC2)c1
    -8 | -7
CN1\C(=C/C=C/C=C/C=[N+](C)C)C(C)(C)c2ccccc21
    -356 | -238
CC1(C)N=C(N)N=C(N)N1CCCCc1ccccc1
    11 | 6
C[C@H](O)[C@@H]1C(=O)N2CCc3ccc(N4CCOCC4)cc3[C@@H]2C[C@@H]1N(C)S(=O)(=O)c1ccccc1
    1 | 3
Cc1cc(S(=O)(=O)N2CCN(CC(=O)N(C)Cc3ccccc3)CC2)ccc1Br
    6 | 12
Cc1noc(NS(=O)(=O)c2ccc(NC(=O)c3cccc(S(=O)(=O)N(C)c4ccccc4)c3)cc2)c1C
    6 | -1
CN(Cc1ccc(F)cc1)C(=O)c1sccc1-c1ccccc1
    3 | 12

PAFAH1B3 FP inh, entries above that show a hit.
| PAFAH1B3 FP inh | PAFAH1B2 inh | SMILES |
| --- | --- | --- |
| 43* | 18 | Cc1cccc(NC(=O)NNC(=O)c2ccc3ccccc3c2O)c1 |

Remaining list, next part
| PAFAH1B3 FP inh | PAFAH1B2 inh | SMILES |
| --- | --- | --- |
| -6 | 3 | Cc1cc2nnc(SCc3ccc4c(c3)OCO4)n2c2ccccc12 |
| -1 | 3 | CN(C)c1ccc(NC(=O)CSc2n[nH]c(-c3ccncc3)n2)cc1 |
| -3 | 4 | CC(=O)c1ccc(NC(=S)N2CCCC2)cc1 |
| -1 | -3 | COc1cc(C(=O)Nc2cccc(-c3nc4cc(C)cc(C)c4o3)c2)cc(OC)c1OC |
| -1 | 2 | COc1cccc(NC(=O)COC(=O)c2ccc3c(c2)OCO3)c1 |
| 7 | -1 | CC(C)S(=O)(=O)C1=NSC2=NC(=O)/C(=C\c3ccc(-c4cccc(C(=O)O)c4)o3)C(=N)N21 |
| 2 | 1 | COc1ccc(C(=O)Nc2nnc(-c3ccccc3)s2)cc1 |
| 5 | 4 | CC(=O)Nc1ccc(C=NNC(=O)CCCC(=O)NN=Cc2ccc(NC(C)=O)cc2)cc1 |

In the list so far, 2 contain a furan ring, fused or not:
| PAFAH1B3 FP inh | PAFAH1B2 inh | SMILES |
| --- | --- | --- |
| 2 | -4 | CC(C)(C)c1ccc(C(=O)NC(=O)COC(=O)c2ccco2)cc1 |
| 7 | -1 | CC(C)S(=O)(=O)C1=NSC2=NC(=O)/C(=C\c3ccc(-c4cccc(C(=O)O)c4)o3)C(=N)N21 |

Compound profiles, as listed above:
Results for COc1cccc(NC(=O)COC(=O)c2ccc3c(c2)OCO3)c1 = PAFAH1B3 FP inh: -1; PAFAH1B2 inh: 2
Results for CC(C)S(=O)(=O)C1=NSC2=NC(=O)/C(=C\c3ccc(-c4cccc(C(=O)O)c4)o3)C(=N)N21 = PAFAH1B3 FP inh: 7; PAFAH1B2 inh: -1
